From PubChem BioAssay
PTHR1 ag = agonists of human PTHR1 parathyroid hormone receptor; Q03431; HEK293 GP2 PTHR1 cells, GloSensor cAMP luminescence, 1 h; Potency, µM (highest dose often 115 µM), for inactives: at the highest dose activation, most hits filed as activators; 410,000 compounds, 0.075% hits; active = well fitted activation curve with a large enough effect; inconclusive = small, poorly fitted or top-dose-only effect, or another doubt; inactive = no such curve, though single readings can be large or run the other way; also: potency is read from the fitted curve at half-maximal effect; nearly all actives have a fitted effect of over 55% in size; some results filed as inactive show a strong effect at the top dose; inactives centre near -15; many of its hits are not listed in these tables
Target sequence (Q03431 whole entry, looked up): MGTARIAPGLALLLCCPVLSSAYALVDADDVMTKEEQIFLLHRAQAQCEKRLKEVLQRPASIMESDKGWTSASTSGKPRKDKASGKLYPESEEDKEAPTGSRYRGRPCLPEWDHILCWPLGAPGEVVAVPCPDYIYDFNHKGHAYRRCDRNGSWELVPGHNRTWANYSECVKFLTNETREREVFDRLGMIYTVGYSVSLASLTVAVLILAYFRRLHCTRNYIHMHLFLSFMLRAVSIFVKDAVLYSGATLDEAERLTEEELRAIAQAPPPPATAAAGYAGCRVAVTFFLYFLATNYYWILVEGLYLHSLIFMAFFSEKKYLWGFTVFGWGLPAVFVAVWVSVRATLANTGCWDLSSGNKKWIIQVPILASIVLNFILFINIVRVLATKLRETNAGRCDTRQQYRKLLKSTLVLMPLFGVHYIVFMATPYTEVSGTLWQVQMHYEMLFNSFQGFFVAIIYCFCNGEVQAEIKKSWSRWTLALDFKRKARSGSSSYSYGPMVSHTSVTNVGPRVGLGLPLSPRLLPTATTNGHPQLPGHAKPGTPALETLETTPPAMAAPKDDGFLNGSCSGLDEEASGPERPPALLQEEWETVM
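HEK-293-derived GP2 cells expressing PTHR1 and a GloSensor cAMP reporter, 3,000/well, plated overnight, given luciferin plus IBMX (each 0.5 mM as added) for 1 h at 37 °C, then compound for 1 h at 37 °C. Luminescence was read after 15 min at room temperature.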
DRD3 agonist = D3 dopamine receptor (human) agonism | 410,000 compounds, 0.58% hits | D3R DiscoveRx beta-arrestin cells, luminescence, 90 min | AID 652048 | P35462 | max activation, %; in the data active = max activation above about 30%; also: 0% is about no effect; mostly tested at two doses, the higher about 12 µM
Target sequence (P35462 whole entry, looked up): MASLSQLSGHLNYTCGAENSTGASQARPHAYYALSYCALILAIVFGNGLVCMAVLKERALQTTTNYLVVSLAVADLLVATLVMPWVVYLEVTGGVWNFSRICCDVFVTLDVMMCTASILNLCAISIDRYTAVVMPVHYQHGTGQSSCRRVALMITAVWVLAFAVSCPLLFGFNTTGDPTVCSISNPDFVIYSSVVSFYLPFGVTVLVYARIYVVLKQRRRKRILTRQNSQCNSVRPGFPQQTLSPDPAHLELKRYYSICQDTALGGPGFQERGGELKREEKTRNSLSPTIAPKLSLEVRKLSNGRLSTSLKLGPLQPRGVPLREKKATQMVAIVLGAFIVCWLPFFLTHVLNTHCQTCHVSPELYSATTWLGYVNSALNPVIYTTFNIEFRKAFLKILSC
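Agonist mode: compounds and dopamine controls were applied to plated cells for 90 min at 37 degrees C after an overnight attachment at 1500 cells/well. Luminescent read-out followed 30 - 60 minutes at room temperature with DiscoveRx detection reagent.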
Active calls of the source: *; i = inactive; ? = inconclusive; [ ] = another dose, or the depositor's remark.

SMILES	PTHR1 ag	DRD3 agonist
CCOC(=O)Cc1ccc(NC(=O)N2CCc3c(sc4c3CCCC4)C2c2ccc(F)cc2)cc1 (stereo unspecified)	i	-17
CC(C)CCNC(=O)C1CCN(c2nc3ccc(Cl)cc3[nH]2)CC1	i	2
COc1ccc(C(=O)NNc2ncnc3c2cnn3-c2cccc(Cl)c2)cc1OC	-17%	9
CCOC(=O)CCNC(=O)N1CCN(S(=O)(=O)c2ccc3c(ccn3C)c2)CC1	i	2
Cn1c(=O)c2c(-c3cccc(Br)c3)n(C(C)(C)CO)cc2n(C)c1=O	i	-11
Cc1ccc(C)c(N2CCN(S(=O)(=O)c3ccc4[nH]c5c(c4c3)CCCCC5)CC2)c1	i	-13
COC(=O)c1cc2oc3ccccc3c2n1CC(=O)Nc1ccc(C)cc1C	-17%	-25
CCOc1ccc(OCC)c(NS(=O)(=O)c2cc(-c3onc(C)c3C)ccc2OC)c1	-7%	3
Cc1cccc(-n2ccnc2SCC(=O)Nc2cc(C(F)(F)F)ccc2Cl)c1	-24%	-10
COc1cccc(C(=O)Nc2ccccc2SCc2cc(=O)c3cccc(C)c3[nH]2)c1	i	-6
COc1cc(Cl)ccc1OC(=O)c1cn(-c2ccccc2OC)c(=O)c2ccccc12	i	6
Cc1ccc(-c2nc(C)c(CCNC(=O)c3ccccc3Br)s2)cc1	-16%	1
Cc1ccc(CNC(=O)CCc2c(C)c3ccc(O)c(C)c3oc2=O)cc1	-8%	-18
O=S(=O)(c1ccc(Cl)cc1Cl)n1ccnc1	i	1
COc1ccccc1-n1ncc2c(=O)[nH]c(SCC(=O)Nc3cccc(F)c3)nc21	-5%	9
CCOc1ccc(-c2cc(C(F)(F)F)c(C#N)c(SCC(=O)Nc3ccccc3)n2)cc1	i	8
Cc1ccc(NC(=O)CN2Cc3ccccc3C2=O)c(C)c1	i	-11
COc1ccc(Cn2c(C(=O)O)c(CNCCc3cc(OC)ccc3OC)c3ccc(C)cc32)cc1	i	-3
Cc1ccccc1-c1noc(-c2cccnc2N(C)Cc2ccc(Cl)cc2)n1	-15%	-5
Cc1ccc(N2CCN(C(=O)C3CCN(c4ncnc5c4nc4n5CCCCC4)CC3)CC2)c(C)c1	i	10

The last four compounds of the section above lead into the next.
SMILES	PTHR1 ag	DRD3 agonist
Cc1ccc(NC(=O)CN2Cc3ccccc3C2=O)c(C)c1	i	-11
COc1ccc(Cn2c(C(=O)O)c(CNCCc3cc(OC)ccc3OC)c3ccc(C)cc32)cc1	i	-3
Cc1ccccc1-c1noc(-c2cccnc2N(C)Cc2ccc(Cl)cc2)n1	-15%	-5
Cc1ccc(N2CCN(C(=O)C3CCN(c4ncnc5c4nc4n5CCCCC4)CC3)CC2)c(C)c1	i	10
Cc1cc(C(=O)NCc2ccccc2C)c2c(C)nn(-c3cccc(F)c3)c2n1	i	25
Cc1ccc(-n2nc(C)c3c(C)c(CCC(=O)NCc4cccc(Cl)c4)c(C)nc32)cc1C	7%	0
CCc1ccc(-c2nc(CSCC(=O)NCc3ccccc3OC)c(C)o2)cc1	i	2
Cc1ccc(-n2nc3c(N4CCC(C(=O)NCc5ccccc5Cl)CC4)nnc(C)c3c2C)cc1	i	-14
O=C(c1ccc2c(c1)N(Cc1ccc(F)cc1)C(=O)c1ccccc1S2(=O)=O)N1CCN(Cc2ccccc2)CC1	-14%	-9
Cc1cccc(-c2nc3c4ccccc4nc(N4CCN(c5ccccc5F)CC4)n3n2)c1	?	4
O=C(Cn1c2ncccc2c(=O)n1-c1ccccc1)Nc1ccc(Cl)cc1C(F)(F)F	i	1
Cc1ccc(-c2nc(N3CCCC(C)C3)c3ccccc3n2)cc1 (stereo unspecified)	-8%	-3
O=C(Nc1ccc(C(=O)N2CCN(c3ccccc3)CC2)cc1)c1nsc2ccccc12	-32%[inhibitor]	4
O=C(NCc1cccc(Cl)c1)c1c2c(nc3ccccc13)C(=O)N(C1CCCCC1)C2	11%	-8
Cc1c2cnn(CC(=O)N3CCCCC3)c(=O)c2c(C)n1Cc1ccc(F)cc1	-31%[inhibitor]	6
Cn1cc(C(=O)O)c(=O)c2cc(S(=O)(=O)N3CCCCC3)ccc21	-24%	-17
COc1ccccc1CNC(=O)c1ccc2[nH]c(C)c(C)c2c1	i	-1
CCOc1ccc(-c2nnc(SCC(=O)NC(C)CC)nc2-c2ccc(OCC)c(OC)c2)cc1OC (stereo unspecified)	-23%	4
CCCCN1C(=O)C(O)(c2c[nH]c3ccccc23)c2cc(Br)ccc21 (stereo unspecified)	i	2
Fc1cccc(NCc2ccccc2-c2nnc(-c3ccccc3Cl)o2)c1	i	-1
COc1ccc(OCCCCn2c(-c3ccc(Cl)cc3)nc3ccccc3c2=O)cc1	i	-3
CCc1ccc(NC(=O)CSc2nc3c(oc4ccccc43)c(=O)n2-c2cccc(C)c2)cc1	-25%	4
CCn1cc(/C=C(\NC(=O)c2ccc(C)cc2)C(=O)NCCCn2ccnc2)c2ccccc21	i	-14
COc1ccc(C)cc1Nc1ncnc2c1c(-c1ccccc1)cn2-c1ccc(C)cc1	i	0
CCCCCOc1ccc(/C=C/C(=O)Nc2sc(C(C)=O)c(C)c2C(=O)OCC)cc1OC	i	-3
CCN(CC)S(=O)(=O)c1ccc(NC(=O)[C@H](CCSC)N2Cc3ccccc3C2=O)cc1	-28%	4
CCOC(=O)c1ccc(NC(=O)c2c(NCc3sccc3C)sc3c2CCCCC3)cc1	-17%	1
COC(=O)Cn1c(=O)c2c(nc3n2CCN3c2cccc(C)c2)n(C)c1=O	-15%	7
Cc1cc2c(n1-c1ccc(C(=O)NCc3ccccc3Cl)cc1)CCCC2	i	-12
O=C(OCc1cccc(C(F)(F)F)c1)c1ccc(-c2nnn(Cc3ccc(F)cc3)n2)cc1	-18%	-10
COc1ccc(OC)c(NC(=O)[C@H](CSCc2ccccc2)N2Cc3ccccc3C2=O)c1	i	3
CCOc1ccc(NC(=O)c2ccc3[nH]c(C)cc(=O)c3c2)cc1	i	-11
CC(C)N(Cc1ccccc1)C(=O)CN1C(=O)CSc2ccc(S(=O)(=O)N3CCCC3)cc21	i	-10
COc1ccc(Cl)cc1C(=O)NCc1nc(-c2cccc(C)c2)no1	i	-11
COc1cc(-c2nnc(SCCOc3ccc(Cl)cc3)o2)cc(OC)c1OC	i	-8
COc1ccc(OC)c(CCNC(=O)CCn2c(=O)c3cccn3c3cccnc32)c1	i	4
Cc1cccc(C)c1NC(=O)CN(Cc1ccc(Br)cc1)S(=O)(=O)c1ccccc1	i	-12
CC(C)Cn1cc(NC(=O)NCc2cccc(Cl)c2)c2ccccc2c1=O	-3%	-8
COc1cccc(C(=O)c2cn(CC(=O)Nc3cccc(Cl)c3C)c3nc(C)ccc3c2=O)c1	-21%	4
COc1cccc(CNC(=O)Cn2nc3c(cc2=O)CCCC3)c1OC	i	-5
Cc1cc(C)cc(N(CC(=O)Nc2c(C)cc(C)cc2C)S(=O)(=O)c2c(C)nn(C)c2C)c1	i	78*
CC(=O)N1CCCc2cc(S(=O)(=O)NCc3cccc(C)c3)ccc21	-8%	11
COc1ccc(C)cc1-n1nnc(C(=O)Nc2cccc(SC)c2)c1C	-32%[inhibitor]	3
CCOC(=O)c1cc(S(=O)(=O)NCc2cccc(Cl)c2)[nH]n1	i	8

7 entries from above, sorted by length of the SMILES, ascending:
SMILES	PTHR1 ag	DRD3 agonist
COc1cccc(CNC(=O)Cn2nc3c(cc2=O)CCCC3)c1OC	i	-5
CCOc1ccc(NC(=O)c2ccc3[nH]c(C)cc(=O)c3c2)cc1	i	-11
COc1cc(-c2nnc(SCCOc3ccc(Cl)cc3)o2)cc(OC)c1OC	i	-8
COC(=O)Cn1c(=O)c2c(nc3n2CCN3c2cccc(C)c2)n(C)c1=O	-15%	7
COc1ccc(OC)c(CCNC(=O)CCn2c(=O)c3cccn3c3cccnc32)c1	i	4
Cc1cccc(C)c1NC(=O)CN(Cc1ccc(Br)cc1)S(=O)(=O)c1ccccc1	i	-12
COc1cccc(C(=O)c2cn(CC(=O)Nc3cccc(Cl)c3C)c3nc(C)ccc3c2=O)c1	-21%	4

(continued)
SMILES	PTHR1 ag	DRD3 agonist
COc1ccc2nc(SCC(O)c3cccc(Br)c3)[nH]c2c1 (stereo unspecified)	-4%	-4
Cc1ccccc1-c1noc(-c2ccccc2OCC(=O)Nc2ccccc2[N+](=O)[O-])n1	-2%	3
CN1C(=O)c2ccccc2Sc2ccc(NC(=O)N3CCN(c4ccc(F)cc4)CC3)cc21	-48%[inhibitor]	1
O=C(CSc1nc(=O)[nH]c2c1CCCC2)NCc1ccccc1	i	6
CCc1cccc(C)c1NC(=O)c1cc(C)nc2c1c(C)nn2-c1cccc(Cl)c1C	i	5
O=C(Cn1c(=O)n(-c2ccccc2Cl)c(=O)c2sc3ccccc3c21)NC1CCCC1	-35%[inhibitor]	8
COc1ccc(Nc2cc(C(=O)NCCCN3CCN(c4ccccc4F)CC3)c3ccccc3n2)c(OC)c1	i	13
CC(C)c1ccc(NC(=O)Cn2c3ncccc3c(=O)n2-c2ccccc2)cc1	i	9
CCC(Oc1ccccc1F)C(=O)Nc1cc(-c2ccccc2)no1 (stereo unspecified)	i	-9
COc1ccc(CNC(=O)Cn2ccc3cc(S(=O)(=O)N4CCCCCC4)ccc32)c(OC)c1	-1%	-19
CCOC(=O)c1c(NC(=O)c2ccc(S(=O)(=O)N3CCCC(C)C3)cc2)sc2c1CCN(C(C)C)C2 (stereo unspecified)	-7%	-15
CCOC(=O)c1ccccc1NC(=O)c1cnc(N2CCOCC2)c2ccccc12	-13%	11
Cc1cc2c(cc1S(=O)(=O)CCC(=O)N1CCCCC1C)OCC(=O)N2 (stereo unspecified)	i	2
O=C(c1ccccc1Cl)N1c2ncnn2C2(CCCCC2)[C@@H]2CCCC[C@@H]21	i	-9
COc1ccc(-c2cc(C(F)(F)F)n3nc(C(=O)O)c(Cl)c3n2)cc1OC	?	9
COc1ccc(-c2noc(-c3ccc(N4CCN(C)CC4)c([N+](=O)[O-])c3)n2)cc1	i	-15
Cc1ccc2c(c1)c1c3n2CCN(C(=O)c2ccc(C(F)(F)F)cc2)C3CCC1 (stereo unspecified)	-10%	4
CCC(C)NC(=O)Cn1c(=O)n(-c2ccc(C)cc2)c(=O)c2ccccc21 (stereo unspecified)	i	4
CCOc1ccc(-n2c(=O)c3c(C)c(C)sc3n(CC(=O)Nc3ccc(CC)cc3)c2=O)cc1	6%	12
CCOC(=O)CNC(=O)c1cc2c(=O)n(CC)c3ccccc3c2s1	-49%	-7
CCc1c(CN2CCN(c3cccc(C)c3C)CC2)csc1C	i	-31
Cc1ccc(NC(=O)Cn2c(=O)n(CCc3ccccc3)c(=O)c3c4c(sc32)CCCC4)c(C)c1	i	4
Cc1ccc(S(=O)(=O)c2nc(-c3ccccc3)oc2N2CCCCCC2)cc1	-62%[inhibitor]	-4
O=c1[nH]c(SCc2c(F)cccc2Cl)nc2c1CCCC2	-24%	17
CC(CNC(=O)Cn1ccc2cc(S(=O)(=O)N3CCCCCC3)ccc21)c1ccccc1 (stereo unspecified)	i	-24
Cc1ccc2c(c1)N(C(=O)N1CCC(C(=O)NCc3cccc(Br)c3)CC1)CCO2	-7%	1
CC1(C)CC(=O)c2cc(-c3nc(-c4ccccc4)cs3)c(=O)[nH]c2C1	-4%	4
Cc1ccccc1OCc1ccc(-c2nc(C#N)c(N3CCN(C)CC3)o2)o1	-22%	-20
COc1ccccc1N1CCN(C(=O)CN2C(=O)COc3ccc(S(=O)(=O)N4CCCC4)cc32)CC1	i	-5
COCCNC(=O)CN1C(=O)c2cccnc2Sc2ccccc21	0%	1
Cc1nc2cc(C(=O)NC3CCCCCC3)ccc2n1-c1ccc(Br)cc1	-13%	-23
Cc1ccc(NC(=O)/C=C/c2ccc(Cl)cc2)c(Br)c1	i	-1
Cc1ccc(C)c(N2CCN(CCCNC(=O)c3nnc(Cc4ccc(F)cc4Cl)o3)CC2)c1	-30%	-37
Cc1ccccc1C(=O)N(Cc1ccc(N(C)C)cc1)CC1CCCO1 (stereo unspecified)	-17%	-4
Cc1cccc(NC(=O)c2c(NC(=O)C(F)(F)F)sc3c2CCCCC3)c1	-26%	15
Cc1ccc(NC(=O)c2cc(S(=O)(=O)N3CCCc4ccccc43)ccc2F)cc1F	-6%	-8
O=C(CCCN1C(=O)c2cccnc2Oc2ccc(Cl)cc21)NCc1ccccc1F	i	-17
CCOC(=O)c1ccccc1NC(=O)C1CCN(c2ncnc3c2nc2n3CCCCC2)CC1	16%	-8
COc1ccc(OC)c(NC(=O)CSc2nc(-c3ccccc3C)nc3cc(=O)[nH]n23)c1	-8%	7

The list is partial (hit frequency here may not be typical).
